# Neddyl block: cullin neddylation inhibition | P61081+Q13564 | TR-FRET cullin neddylation, biochemical | calls only at 25 µM | hit rate 0.58% among 360,000; in the data active means inhibition above about 36%
# FAS TE block: inhibitors of human fatty acid synthase thioesterase domain; inhibition, % at 15 µM; recombinant FAS-TE, OMFH fluorogenic substrate, fluorescence endpoint; hit rate 0.67% among 360,000;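 active means compounds whose normalised, plate-corrected inhibition of enzyme fluorescence in the single-dose primary screen is 50% or more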;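 further: 0% = DMSO with enzyme and 100% = substrate without enzyme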
# SKN-1 inh: inhibitors of C. elegans SKN-1. C. elegans VP596 Pgst-4::GFP/RFP ratio, acrylamide-induced, 24 h. inhibition, % at 21.8 µM. hit rate 0.49% among 360,000;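 active means interference check ratio from 0.5 to 1.5 plus GFP to RFP signal ratio inhibition reaching or exceeding a fixed threshold, cut at about 30% in these data, passing the limit was not always enough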; further: some compounds called inactive have numbers as strong as hits
# Rin1-Abl PPI inh: human Rin1-Abl interaction inhibition; P00519+Q13671; inhibition, % at 7.35 µM; hit rate 0.4% among 360,000; TR-FRET Rin1/Abl binding, biochemical; in the data active means inhibition above about 5%, passing the limit was not always enough
# Target sequence (P00519 whole entry, looked up): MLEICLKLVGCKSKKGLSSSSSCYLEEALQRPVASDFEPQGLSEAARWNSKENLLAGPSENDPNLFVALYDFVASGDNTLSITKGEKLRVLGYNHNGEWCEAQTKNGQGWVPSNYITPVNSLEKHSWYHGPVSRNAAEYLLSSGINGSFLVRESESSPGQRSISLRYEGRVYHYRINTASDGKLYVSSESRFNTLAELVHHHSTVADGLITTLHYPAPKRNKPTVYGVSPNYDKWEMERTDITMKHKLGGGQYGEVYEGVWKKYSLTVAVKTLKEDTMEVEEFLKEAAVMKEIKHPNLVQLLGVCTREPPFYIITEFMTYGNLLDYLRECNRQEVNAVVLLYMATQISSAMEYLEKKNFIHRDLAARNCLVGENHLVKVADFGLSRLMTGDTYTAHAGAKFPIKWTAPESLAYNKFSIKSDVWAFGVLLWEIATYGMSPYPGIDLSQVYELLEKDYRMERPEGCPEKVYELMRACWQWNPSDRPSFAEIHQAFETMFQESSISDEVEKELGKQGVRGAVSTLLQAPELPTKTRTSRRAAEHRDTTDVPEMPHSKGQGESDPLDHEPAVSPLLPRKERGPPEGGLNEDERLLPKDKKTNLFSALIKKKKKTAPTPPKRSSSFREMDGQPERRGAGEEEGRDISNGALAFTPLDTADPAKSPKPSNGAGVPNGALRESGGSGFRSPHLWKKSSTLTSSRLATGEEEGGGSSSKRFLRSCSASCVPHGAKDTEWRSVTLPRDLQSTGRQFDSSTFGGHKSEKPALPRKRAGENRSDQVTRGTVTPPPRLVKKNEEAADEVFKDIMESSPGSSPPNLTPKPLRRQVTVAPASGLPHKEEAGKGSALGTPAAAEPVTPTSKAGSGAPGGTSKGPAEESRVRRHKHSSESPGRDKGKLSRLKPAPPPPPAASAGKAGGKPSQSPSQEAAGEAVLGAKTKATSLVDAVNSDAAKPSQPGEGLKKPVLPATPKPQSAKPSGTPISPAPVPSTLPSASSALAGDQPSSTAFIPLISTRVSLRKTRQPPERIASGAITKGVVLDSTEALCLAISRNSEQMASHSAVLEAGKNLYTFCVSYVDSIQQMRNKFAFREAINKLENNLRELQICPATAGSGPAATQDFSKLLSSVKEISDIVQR
# Target sequence (Q13671 whole entry, looked up): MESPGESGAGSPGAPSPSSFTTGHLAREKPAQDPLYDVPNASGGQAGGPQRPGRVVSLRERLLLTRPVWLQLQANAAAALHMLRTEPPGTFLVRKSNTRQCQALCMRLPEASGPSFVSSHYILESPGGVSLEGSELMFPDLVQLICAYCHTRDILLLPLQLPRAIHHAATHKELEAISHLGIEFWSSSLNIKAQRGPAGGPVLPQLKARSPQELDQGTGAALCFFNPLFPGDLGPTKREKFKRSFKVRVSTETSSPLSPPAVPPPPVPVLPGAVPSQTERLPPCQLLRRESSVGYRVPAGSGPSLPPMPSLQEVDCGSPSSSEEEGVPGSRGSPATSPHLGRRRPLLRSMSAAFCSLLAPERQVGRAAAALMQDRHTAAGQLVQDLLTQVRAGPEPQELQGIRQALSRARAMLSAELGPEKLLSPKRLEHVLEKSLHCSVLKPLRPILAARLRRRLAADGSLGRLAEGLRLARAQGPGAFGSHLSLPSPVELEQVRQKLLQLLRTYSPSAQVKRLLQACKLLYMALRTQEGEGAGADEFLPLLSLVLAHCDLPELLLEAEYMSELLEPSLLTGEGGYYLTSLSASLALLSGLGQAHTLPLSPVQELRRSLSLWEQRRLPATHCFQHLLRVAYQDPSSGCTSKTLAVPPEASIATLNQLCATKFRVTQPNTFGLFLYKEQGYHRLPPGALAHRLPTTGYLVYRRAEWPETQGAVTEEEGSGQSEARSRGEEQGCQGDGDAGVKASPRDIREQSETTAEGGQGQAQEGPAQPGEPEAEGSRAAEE
# bovine MsrA act: activates bovine MsrA enzyme. purified bovine MsrA, absorbance read-out. activation, % at 10.6 µM. hit rate 0.3% among 360,000. AID 602163; in the data active means activation above about 7.5%;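 further: 0% = vehicle and 100% = reference activator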
# CendR NRP1 mod: modulators of CendR peptide binding to human neuropilin-1. O14786. hit rate 0.85% among 360,000. FAM-RPARPAR peptide binding to NRP-1, fluorescence polarization. inhibition, % at 25 µM. AID 602438;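 active means inhibition or corrected inhibition above about 18%, plus a signal ratio from 0.5 to 1.5, limit read from the data, passing the limit was not always enough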; further: strong numbers were not always called active
# MT1-MMP act inh: blocks activation of human MT1-MMP; hit rate 0.061% among 360,000; GFP/RFP ratio change, % at 20 µM; AID 651647; HT1080 RFP-PRO-GFP cells, GFP/RFP ratio fluorescence, overnight; percent of plate control window, DMSO zero; P50281;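 active means GFP/RFP ratio change of at least 30% with cell ATP level not reduced by more than half and red fluorescence within 50% of control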; further: strong numbers were not always called active
#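 Test system: HT1080 RFP-PRO-GFP cells; Benchmarks: DMSO and RFP-L50D-GFP cell wells; Timing: cells overnight before dosing, compound overnight, 37 °C, 5% CO2; Compound: one 20 µM compound dose with 1% DMSO; Read-out: GFP/RFP fluorescence ratio.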
# eLon inh: inhibitors of E. coli Lon protease | P0A9M0 | purified E. coli Lon protease, fluorescence polarization | inhibition, % at 7.94 µM | hit rate 0.42% among 360,000; in the data active means inhibition above about 13%, passing the limit was not always enough;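 further: 0% = enzyme with probe and DMSO and 100% = no enzyme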
# MLLE-PAM2 inh: blocks PAM2 peptide binding to the PABP1 MLLE domain. P11940. GST-MLLE / FITC-PAM2 fluorescence polarization. inhibition, % at 20 µM. hit rate 0.36% among 360,000. AID 588489; in the data active means inhibition above about 35%, passing the limit was not always enough;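 further: plate controls were DMSO wells with GST-MLLE for no effect and wells lacking GST-MLLE protein for full effect; some results filed as inactive read as strong as hits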
# * marks the source's active call; other numbers are inactive results; i = inactive; nt = no result given; + = active, no number.
cpd	compound	Neddyl block	FAS TE block	SKN-1 inh	Rin1-Abl PPI inh	bovine MsrA act	CendR NRP1 mod	MT1-MMP act inh	eLon inh	MLLE-PAM2 inh
1	CCn1c(SCc2c(Cl)cccc2Cl)nnc1-c1nn(-c2ccccc2)ccc1=O	i	2	8	-2	0	4	-4	-3	4
2	Nc1cc(=O)[nH]c(SCC(=O)Nc2ncc(C(F)(F)F)cc2Cl)n1	i	-8	0	2	-3	-10	2	-3	1
3	Cc1ccc(N2CC(c3nc4ccccc4n3C)CC2=O)cc1 (configuration not stated)	i	-1	-6	0	-3	11	4	8	1
4	CC(=O)C1=C(O)C(=O)N(c2ccccn2)C1c1ccccc1[N+](=O)[O-] (configuration not stated)	i	-4	12	5	-4	4	-1	3	4
5	COc1ccc(C(=O)NCC(=O)NCc2ccc3c(c2)OCO3)cc1[N+](=O)[O-]	i	22	8	3	-2	-6	0	-7	-8
6	Cc1cc(C)cc(NC(=O)Nc2ccc(NC(=O)c3ccccc3O)cc2)c1	i	2	-11	-2	-1	-10	-8	-1	8
7	CN(C)c1nc(N2CCOCC2)nc(N(c2ccccc2)c2ccccc2)n1	i	1	-12	1	1	-11	-2	1	0
8	O=C(NCCN1CCOCC1)c1ccc(Cl)c(Cl)c1	i	0	22	0	-2	-18	0	-9	-1
9	CCn1cc(C(=O)O)c(=O)c2cc(S(=O)(=O)N3CCCCCC3)ccc21	i	-9	-4	1	-8	6	-1	10	9
10	O=C(CSC1=NCCN1)Nc1cccc([N+](=O)[O-])c1	i	-50	-3	0	4	-2	7	-3	18
11	COc1ccc(-c2nnn(CC(=O)N(Cc3cccs3)C(C)C(=O)NC3CCCC3)n2)cc1OC (configuration not stated)	i	1	9	-1	-3	0	-3	-9	2
12	O=C(c1cccc(N2C(=O)c3ccccc3C2=O)c1)N1CCCCCC1	i	-2	-7	2	-3	-1	1	-12	7
13	COc1ccc(Br)cc1CNC(C)c1ccccc1 (configuration not stated)	i	-6	3	-4	-2	2	3	-1	17
14	CCCN1CCN(c2nc(-c3cccs3)nc3ccccc23)CC1	i	-1	13	-3	-2	2	10	-14	9
15	CCOC(=O)CCc1n[nH]c(=O)[nH]c1=O	i	-10	-11	0	-1	-12	4	5	-9
16	CCN1CCN(CCCNC(=O)CCC(=O)N2CCOc3ccccc32)CC1	i	-6	5	0	-7	-2	-4	-11	-7
17	O=C1NC(=NCc2ccccc2)S/C1=C/c1ccc(O)cc1	i	-8	2	-4	-7	-7	-8	-26	-19
18	CCN(C(=O)COC(=O)c1ccc(SC)cc1OC)C1CCS(=O)(=O)C1 (configuration not stated)	i	-10	11	1	3	-4	-4	6	10
19	NC(=O)CSc1nnc(Cc2csc(Nc3ccccc3)n2)n1Cc1ccccc1	i	-2	2	-1	1	-7	-1	-9	-123
20	CO[C@@H]1CN(C)C(=O)c2cc(NC(=O)Nc3ccc4c(c3)OCO4)ccc2OC[C@@H](C)N(C)C[C@H]1C	i	nt	2	nt	nt	18	-3	nt	nt
21	CN(C(=O)COC(=O)c1cccc(S(=O)(=O)N2CCOCC2)c1)C1CCS(=O)(=O)C1 (configuration not stated)	i	-5	-19	0	4	19	1	0	-5
22	O=C(Oc1ccccc1)c1cc2ccccc2oc1=O	i	-4	-9	3	-15	-1	6	-7	-9
23	CCn1c(Cc2ccccc2)nnc1SCC(=O)Nc1ccc(OC)cc1	i	-10	-17	-12	-14	-3	4	-5	-7
24	COc1ccc(NS(=O)(=O)c2ccc(SC)cc2)cc1	i	7	-4	5	-4	6	1	-5	1
25	C/C(=N\NC(=S)NC(C)C)c1ccc(-n2ccnc2)cc1	i	4	-1	-2	-3	-8	-2	-1	23
26	O=C1/C(=C/c2ccc(C(=O)O)cc2)CCC/C1=C\c1ccc(C(=O)O)cc1	i	-11	-7	0	-5	-118	1	1	-3
27	CC(=O)NC(CCS(C)(=O)=O)C(=O)Nc1cccc(C(C)=O)c1 (configuration not stated)	i	-4	4	-4	0	1	6	-14	0
28	Cc1ccccc1NC(=O)N1CCN(c2ncccn2)CC1	i	-3	-2	-4	-3	5	-1	4	-10
29	O=C(NCc1ccco1)c1cnn2c(C(F)(F)F)cc(-c3ccccc3)nc12	+	13	19	4	-4	8	1	3	32
30	CC1CCCCC1NC(=O)CSc1nnnn1C (configuration not stated)	i	-6	9	0	-3	18	3	-12	5
31	CCC(C)N1C(=O)N(C)C2NC(=O)NC21 (configuration not stated)	i	-11	3	-3	-1	-3	1	-4	7
32	CCc1nc2c(OCc3ccc(F)cc3)cccn2c1N(C)C(=O)C(C)C	i	-3	-10	-1	-2	-4	1	1	-3
33	Cn1c(SCC(=O)N2CCOCC2)nnc1-c1ccc(Cl)cc1Cl	i	-7	-19	-3	0	-12	22	-7	-35
34	Cc1ccc2c(c1)Oc1ccc(NC(=O)CCCl)cc1C(=O)N2	i	0	-1	-1	-10	-1	0	3	8
35	COc1ccc(CNC(=O)c2cccc(-c3ccc(C)c4ccccc34)n2)cc1	i	29	9	-3	0	16	-2	-4	-10
36	CCc1cccc(CC)c1NC(=O)C1CC(=O)N(c2ccc3c(c2)OCCO3)C1 (configuration not stated)	i	-7	-5	1	-13	11	0	-3	-9
37	CCC/C(O)=C1\C(=O)CCCC1=NCCc1c(C)[nH]c2ccc(C)cc12	i	3	9	-3	-4	9	-4	2	11
38	O=C(CSc1ccc(Cl)cc1)Nc1cccc(-c2nnc(-c3ccco3)o2)c1	i	2	7	0	-5	0	9	-9	-2
39	Cc1ccc(CN2C(=O)CCC2C(=O)NCCN2CCOCC2)cc1 (configuration not stated)	i	-7	-15	1	0	7	0	0	-4
40	COC(=O)C1=CN(c2ccc(F)cc2)C=C(C(=O)OC)C1c1ccc([N+](=O)[O-])cc1	i	34	-12	1	-2	-8	-4	2	1
41	COCc1ccc(C(=O)NC2CC(C)(C)Cc3c2cnn3-c2ccc(OC)cc2)o1 (configuration not stated)	i	-2	7	-3	-2	13	1	-2	-1
42	CCOC(=O)C1=C(C)N(CCC(=O)O)C(=O)NC1c1ccccc1Cl (configuration not stated)	i	-2	4	5	-2	1	5	1	10
43	O=C(CS(=O)(=O)c1ccccc1)N1CCc2ccccc21	i	7	-1	2	-1	-2	-1	-4	24
44	O=C(CSc1nc2c(cnn2-c2ccccc2)c(=O)[nH]1)c1ccc(Cl)cc1	i	-4	-2	-1	-1	-55	10	-1	-27
45	CN(C)/C=C1\N=C(c2ccc(Cl)cc2Cl)OC1=O	i	7	15	-2	-2	-3	-4	-5	3
46	Cc1c(Cl)cccc1NC(=S)NCC(c1cccnc1)N(C)C (configuration not stated)	i	-8	-8	-2	-1	9	0	-1	9
47	CC1CCN(Cc2nc3c(c(=O)n(C)c(=O)n3C)n2CCCc2ccccc2)CC1	i	3	-8	0	-3	-26	-6	-1	1
48	CCc1nc2ccc(C(=O)NCCNC(C)=O)cn2c1N(C)CCCc1ccccc1	i	-4	5	-3	0	-9	3	-3	-1
49	C/C=C(\C)C(=O)N1CC2(CC(c3cccc(NC(=O)CCCCC)c3)=NO2)C[C@@H]1C(N)=O (some centres not stated)	i	-2	3	1	-2	11	2	-9	5
50	CC(C)C(=O)Nc1c(-c2cccc(Cl)c2)c(=O)c2ccccc2n1C	i	-7	-4	-5	-4	1	-1	-8	-4
51	CC(=O)C1CCC2C3CCC4CC(=O)CCC4(C)C3C(C)(O)CC12C (configuration not stated)	i	-3	26	1	-2	0	0	18	-15
52	C/C(=N\NC(=O)c1ccccc1O)C1C(=O)c2ccccc2C1=O	i	16	19	-3	-6	-32	-1	16	-8
53	CCOC(=O)/C(C#N)=C/c1cn(CCC(=O)O)nc1-c1ccc(Br)cc1	i	-6	-9	2	-3	8	0	-12	20
54	Cc1cccc(C(CC(=O)NCc2ccco2)c2ccccc2)c1O (configuration not stated)	i	-2	15	1	-3	3	-3	2	8
55	CSc1nc(-c2ccc(C)cc2)nc(C(Cl)Cl)n1	i	-4	8	0	0	12	-28	-8	-8
56	O=[N+]([O-])c1cnn(-c2nc(-c3ccco3)cc(C(F)(F)F)n2)c1	i	0	3	-1	-3	7	5	-5	-9
57	COc1ccc([C@H]2C[C@@H](n3cc(-c4ccc(F)cc4)nn3)[C@H](O)CN2CC2CCCCC2)cc1	i	18	-6	-2	-1	-9	-8	-3	6
58	C=CCCC(=O)N1C[C@H]2CON(C)[C@H]2C[C@H]1c1ccc(-n2ccnc2)cc1	i	-13	-2	4	-3	6	3	7	5
59	C[C@H](CO)N1C[C@H](C)[C@@H](CN(C)Cc2ccccn2)Oc2ncc(-c3ccccc3)cc2C1=O	i	-4	1	-1	-5	-7	-1	1	7
60	N#Cc1cccnc1N1CCN(C(C(=O)NC2CCCC2)c2ccc(F)cc2)CC1 (configuration not stated)	i	nt	12	nt	nt	1	1	nt	nt

# The listing continues:
cpd	compound	Neddyl block	FAS TE block	SKN-1 inh	Rin1-Abl PPI inh	bovine MsrA act	CendR NRP1 mod	MT1-MMP act inh	eLon inh	MLLE-PAM2 inh
61	CN(CC(=O)Nc1ccccc1Cl)C(=O)CN1C(=O)C2CC=CCC2C1=O (configuration not stated)	i	-7	-10	2	-6	-1	1	4	-5
62	O=C(Nc1ccccc1)[C@@H]1CC=C[C@@H]2CCN(C3CCCCC3)C(=O)[C@@H]21	i	-6	9	2	-1	11	2	-6	-7
63	CC(C)(C)N(Cc1ccccc1)C(=O)COC(=O)CN1C(=O)NC2(CCCC2)C1=O	i	-3	4	0	-4	7	2	1	-13
64	CCn1c(=O)c(C(=O)NCc2ccc(F)cc2)c(O)c2ccccc21	i	16	4	-10	-3	11	0	3	22
65	COc1ccccc1N1CCN(c2nnc(-c3ccc(F)cc3)c3ccccc23)CC1	i	9	-4	1	-4	-6	-5	2	-5
66	COCCOc1ccc(C(F)(F)F)cc1NC(=O)c1ccccc1F	i	-4	4	3	-4	2	1	-10	9
67	CN(C)CCCN(C(=O)c1ccco1)c1nc2c(F)cc(F)cc2s1	i	-1	5	0	-1	4	-3	-6	7
68	COc1cc(S(=O)(=O)NC(C)C)ccc1Cl	i	-2	0	2	-12	1	nt	-1	15
69	C#CCOc1ccc(/C=C2/C(=O)NN(c3ccccc3)C2=O)cc1OC	i	-6	1	-2	-4	-14	-3	-9	-1
70	COc1ccc(C(=O)N/C(=C\c2ccccc2)C(=O)NC(CC(C)C)C(=O)O)cc1 (configuration not stated)	i	-8	-8	3	-3	-3	-1	-5	0
71	Cc1occc1C(=O)NCc1ccccc1F	i	-8	2	-1	-3	-14	-15	-6	0
72	COc1cccc(-c2nnc(N(C)C(=O)C3CCOC3)s2)c1 (configuration not stated)	i	-3	-8	-5	-2	5	13	-3	9
73	O=C(O)c1cccc(NC(=O)C23CC4CC(C2)CC(n2cnc(Cl)n2)(C4)C3)c1	i	-1	4	0	2	5	-2	-3	-4
74	CNC(=O)CSc1nnc(-c2ccco2)n1-c1ccccc1	i	-5	18	-1	-2	10	-2	4	-2
75	COc1cc(/C=C2/NC(=O)NC2=O)cc(Br)c1OCc1ccccc1	i	-44	0	-1	-2	3	4	13	5
76	O=C(c1cc(-c2ccc(Br)cc2)on1)N1CCCCCC1	i	3	4	0	-1	12	0	-17	-5
77	O=C(Nc1cccc(O)c1)C(=O)Nc1ccccn1	i	-6	12	-1	-3	5	4	-8	0

# High-throughput results: PubChem BioAssay, several laboratories
